Source: PubChem
TNF death inh = inhibitors of TNF-alpha triggered necroptosis, primary screen, cell-based, Jurkat FADD-/-, single concentration | Jurkat FADD-/- TNF necroptosis rescue, ATP luminescence, 24 h; 0 = TNF only, 100 = no-TNF cells | AID 463075, 2010 | activation (protection from cell death), % at 10 µM | hit rate 0.068% among 220,000;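 active = activation, meaning protection from cell death, of at least 50% relative to plate controls; inactive = activation below 50%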;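 note: necroptosis triggered by 40 ng/mL TNF-alpha added together with compound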
NCF1 inh = p47phox/p22phox peptide binding inhibitors, primary screen, biochemical, uHTS, NADPH oxidase regulatory subunit | AID 1274, 2008 | fluorescence polarization, 2 h | inhibition, % at 24.7 µM | hit rate 0.53% among 220,000 | Neutrophil cytosol factor 1 (Homo sapiens), P14598;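 active = inhibition above about 30%, limit read from the data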;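 note: 0% = p47phox with labelled peptide and 100% = labelled peptide alone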
Target sequence (P14598 whole entry, looked up): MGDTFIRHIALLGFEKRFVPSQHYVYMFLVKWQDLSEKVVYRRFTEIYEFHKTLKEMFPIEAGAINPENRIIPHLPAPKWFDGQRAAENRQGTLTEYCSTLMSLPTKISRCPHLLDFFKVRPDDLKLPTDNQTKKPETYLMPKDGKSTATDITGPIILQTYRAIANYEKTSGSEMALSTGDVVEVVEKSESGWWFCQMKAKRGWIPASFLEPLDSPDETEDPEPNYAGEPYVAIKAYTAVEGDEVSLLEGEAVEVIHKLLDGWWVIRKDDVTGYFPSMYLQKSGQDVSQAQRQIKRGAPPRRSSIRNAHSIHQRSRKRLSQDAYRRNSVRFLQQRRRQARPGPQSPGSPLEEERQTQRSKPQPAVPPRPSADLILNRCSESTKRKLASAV
CHOP inhibitor = inhibitors of CHOP promoter induction, primary screen, cell-based, unfolded protein response, luciferase reporter; CHO-K1 CHOP-promoter luciferase, tunicamycin-induced, 15-18 h; inhibition, % at 10 µM; hit rate 3.8% among 220,000; AID 2732, 2010;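 active = compounds that reduced the stress-induced luciferase reporter signal by more than about 70% of percent inhibition, limit read from the data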;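 note: 0% = tunicamycin plus vehicle and 100% = wells without tunicamycin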
Mdm2 ligase inh = MDM2-luciferase reporter signal enhancers, primary screen, MDM2 E3 ligase inhibitor project, cell-based, luminescence, 1536-well; cell-based MDM2 ubiquitination luciferase reporter, 2 h; 0 = plate control, 100 = twice control, blank-subtracted; E3 ubiquitin-protein ligase Mdm2 (Homo sapiens), Q00987; signal enhancement, % at 5 µM; AID 1230, 2008; hit rate 0.11% among 210,000;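 active = signal enhancement of 30% or more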;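 note: luminescence tracks abundance of the self-degrading MDM2-luciferase fusion protein; higher signal means inhibition of MDM2 E3 ligase activity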
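Test system: stable mammalian line carrying autodegrading MDM2–luciferase fusion reporter; quantity: 2000 cells in each well; times: 4 h cell settling then 2 h compound exposure, 37 °C; detection: luminescence with SteadyLite reagent, 15 min at room temperature; evaluation: percent signal gain over controls, blank-subtracted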
TRPML3 ag = human TRPML3 channel agonists, primary screen, cell-based, HEK293 TRPML3-YFP, Fluo-8 calcium fluorescence, 3 µM; Mucolipin-3 (Homo sapiens), Q8TDD5; 100% = the carbachol control signal; activation, % at 3 µM; hit rate 0.29% among 220,000; AID 1448, 2008;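 active = activation above its plate's cutoff, the mean activation of the plate's test wells plus 3 SD, cut at about 12% in these data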;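 note: 0% = DMSO only wells and 100% = carbachol wells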
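Test system: HEK293 cells stably carrying human TRPML3-YFP; Doses: single dose, 3 µM final nominal compound, 0.3% DMSO final; Schedule: dye loading 1 h 37 °C then 30 min ambient, 125 s read; Technique: Fluo-8 calcium fluorescence; Benchmarks: high control carbachol 87 µM, low control DMSO.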
PPC-1+TRAIL kill = compounds killing PPC-1 cancer cells with TRAIL present, primary screen, TRAIL potentiator project, ATPLite luminescence, uHTS | PPC-1 cells + TRAIL, ATPLite viability luminescence | cell killing (% activity), % at 4 µM | hit rate 0.41% among 220,000 | AID 1443, 2008;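 active = cell killing above 50% in the first pass at 4 µM, then a duplicate retest at 5 µM averaging 50% or more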;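 note: plate controls were cells with TRAIL plus DMSO for no effect and medium-only wells lacking cells for full effect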
Runt-SMMHC FRET = inhibitors of RUNX1 Runt–CBFb-SMMHC binding, primary screen, biochemical, FRET, Cerulean-Runt, Venus-CBFb-SMMHC, uHTS; Runt-related transcription factor 1 (Homo sapiens) + Core-binding factor subunit beta …; Cerulean-Runt/Venus-CBFb-SMMHC FRET ratio 530/480, 1 h; inhibition, % at 20 µM; hit rate 0.74% among 220,000; AID 1434, 2008;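 active = mean inhibition across duplicate retests at 20 µM reaching about 50%, limit read from the data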;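 note: 0% = DMSO wells and 100% = wells with excess untagged CBFb-SMMHC; inhibitors lower the FRET ratio by blocking Runt binding to CBFb-SMMHC; some results filed as inactive read as strong as hits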
Target sequence (Q01196 whole entry, looked up): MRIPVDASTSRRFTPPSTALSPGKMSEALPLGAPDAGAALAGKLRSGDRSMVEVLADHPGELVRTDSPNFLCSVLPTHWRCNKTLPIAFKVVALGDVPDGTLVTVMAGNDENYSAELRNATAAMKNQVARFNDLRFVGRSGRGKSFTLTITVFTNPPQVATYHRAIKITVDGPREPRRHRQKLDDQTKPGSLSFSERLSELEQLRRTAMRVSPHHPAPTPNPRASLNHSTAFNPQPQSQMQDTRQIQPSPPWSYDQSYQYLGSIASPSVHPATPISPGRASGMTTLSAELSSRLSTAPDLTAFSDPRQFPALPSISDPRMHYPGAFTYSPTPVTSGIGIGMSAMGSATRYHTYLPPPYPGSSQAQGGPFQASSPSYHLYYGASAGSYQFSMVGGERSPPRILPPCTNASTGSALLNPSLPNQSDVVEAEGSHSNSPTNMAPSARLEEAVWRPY
Target sequence (Q13951 whole entry, looked up): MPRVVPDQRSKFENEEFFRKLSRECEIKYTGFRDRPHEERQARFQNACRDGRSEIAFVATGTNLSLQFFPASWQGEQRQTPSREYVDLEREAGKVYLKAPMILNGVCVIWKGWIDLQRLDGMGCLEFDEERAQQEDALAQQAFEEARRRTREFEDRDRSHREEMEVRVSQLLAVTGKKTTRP
TRPN1 ag = zebrafish TRPN1 channel agonists, primary screen, cell-based, HEK293, calcium fluorescence | transient receptor potential cation channel N1 (TRPN1/NompC), Danio rerio | HEK293 zebrafish TRPN1-YFP, Fluo-8 calcium fluorescence; 100% = response to 87 µM carbachol | activation, % at 3 µM | hit rate 0.18% among 220,000;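 active = activation above its plate's cutoff, the mean activation of test wells on that plate plus 3 SD, cut at about 19% in these data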;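 note: 0% = DMSO alone and 100% = 87 µM carbachol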
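Assay system: Zebrafish TRPN1-YFP in HEK293 cells | Incubation: Dye loading 1 h at 37 °C, then 30 min room temperature | Measured by: Kinetic Fluo-8 fluorescence, ex 470-495, em 515-575 nm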
EBV gp42 inh = Epstein-Barr virus gp42 inhibitors, primary screen, biochemical, uHTS, fluorescence polarization; Glycoprotein 42 (Epstein-Barr virus (strain AG876)), Q1HVG2; Fluorescence polarization binding assay, mP read-out; inhibition, % (tested at 21.74 µM); hit rate 0.42% among 220,000; AID 1085, 2008; in the data active = inhibition above about 50%
* hit, by the source's call; · = no result given.

Each structure is followed by: TRPN1 ag	NCF1 inh	TRPML3 ag	Mdm2 ligase inh	Runt-SMMHC FRET	CHOP inhibitor	PPC-1+TRAIL kill	TNF death inh	EBV gp42 inh
> CCOc1ccc2nc(SCC(=O)NC(=O)NCc3ccco3)[nH]c2c1
→ -2.2	-12	-1.2	-22	-2	28	-6	-1.7	-1
> CCN(CC(=O)NCCC1=CCCCC1)S(=O)(=O)c1ccccc1
→ 1.6	-4	0.8	-6	-2	11	8	1.9	2
> COc1ccc(Nc2nnc(SCC3CCCCO3)s2)cc1 (centres undefined)
→ -0.2	-3	-0.9	-6	-84	2	16	0.6	1
> COC(=O)c1ccc(Cl)c(NC(=O)CSc2ncn[nH]2)c1
→ 1.4	-8	0.7	-4	-3	5	-11	2.4	-3
> COC(=O)c1ccc2nc(C)c(C)nc2c1
→ 0.4	-8	0.6	-2	-1	-21	4	-2.2	1
> COc1cc(/C=C2/C(=N)N3C=CSC3=NC2=O)ccc1OCCCOc1c(C)cccc1C
→ -2.3	-14	-1.4	-16	-20	15	10	-0.5	-5
> COc1ccc(-n2c(Cc3cccn3C)nnc2SCC(=O)Nc2ccc(C)c(Cl)c2)cc1
→ -1.9	-15	-0.4	-17	5	67	14	1.4	10
> CC(=O)N1c2ccccc2C2(C)C(C1(C)C)C2(Cl)Cl (centres undefined)
→ -2.3	6	0.3	-9	0	32	26	-0.4	1
> O=S(=O)(c1ccccc1)c1nc(-c2ccccc2)oc1N1CCOCC1
→ 2.0	3	0.7	-13	-1	8	17	0.9	-3
> CCOc1ccc(NC(=O)NCCCSC2CCCCC2)cc1
→ -0.3	-8	-0.5	4	0	45	4	-1.3	-8
> CC(=O)N[C@H]1[C@H](OCc2ccccc2F)O[C@H](COC(C)=O)[C@@H](OC(C)=O)[C@@H]1OC(C)=O
→ 4.4	-5	0.7	-12	2	-2	12	0.3	-6
> CC1CCN(CC(=O)Nc2nn(-c3ccccc3)nc2C(N)=O)CC1
→ 0.2	0	-0.6	-6	-3	23	9	0.2	7
> Cc1ccc(C)n1-c1ccc(N2CCOCC2)nc1
→ 0.0	-36	0.5	4	1	-26	-43	-3.2	-5
> Cc1c(Cl)cccc1NC(=O)CN1C(=O)CSc2ncccc21
→ 2.7	-13	1.0	-22	-1	37	13	-0.7	-3
> CN1CCN(C(=O)c2cn(C)c3ccc(S(=O)(=O)N(C)C4CCCCC4)cc3c2=O)CC1
→ 3.0	-7	0.7	-17	-2	18	10	1.3	-10
> CCN1CCC(NC(=O)Nc2ccc(F)cc2)CC1
→ 0.3	4	0.9	-11	2	1	-7	2.4	-11
> O=C(NC12CC3CC(CC(C3)C1)C2)C1=COCCO1
→ 1.1	-8	0.2	-29	4	20	-5	-1.6	-14
> Cc1c(Br)c(C(F)(F)F)nn1CC(=O)N1CCCC1
→ 0.6	-12	0.7	-4	2	2	27	0.7	-7
> COc1ccccc1CNc1ccc(C(=O)O)cc1
→ 0.4	-6	0.2	-11	0	19	-33	-0.6	-4
> CC(=O)Nc1ccc(-c2csc(N/N=C\c3ccncc3)n2)cc1
→ 8.0	-15	3.2	-3	-5	-13	6	-7.6	-9
> CC(=O)OCC(=O)Nc1cc(S(=O)(=O)N2CCCCCC2)ccc1Cl
→ 1.9	-6	-0.4	-7	-4	28	10	3.0	-1
> O=[N+]([O-])c1ccccc1S(=O)(=O)Oc1ccc(/C=N/n2cnnc2)cc1
→ 1.4	-2	0.6	-11	1	-19	-5	-1.0	-8
> CSc1sc(-c2nnc(SCC(=O)Nc3ccccc3)n2C)c2c1C=CCC2
→ -2.9	-9	-1.5	-17	-2	9	-12	1.2	1
> Nn1c(SCC(=O)Nc2ccc(F)cc2)nnc1C1CCCCC1
→ -0.1	-5	-0.8	-6	3	-4	15	0.3	-8
> CC1(C)Cc2nc(Cl)c(C(=O)O)cc2CO1
→ 0.7	-10	0.0	-5	2	26	-12	-0.9	9
> CCOc1ccc2cc(/C=C/C(=O)c3ccco3)c(Cl)nc2c1
→ 0.5	-43	0.2	·	-244	13	42	-12	-38
> CCc1cc(CC)c(/C=N/NC(N)=O)c(CC)c1/C=N/NC(N)=O
→ -0.3	-5	0.8	-5	3	28	1	-0.7	5
> Cn1c(C(O)C(O)c2ccccc2)nc2ccccc21 (centres undefined)
→ 2.3	6	0.8	-8	20	7	23	-0.6	-1
> O=C(Cn1nnc(-c2ccc(F)cc2)n1)OCC(=O)c1ccccc1
→ 1.7	-9	0.6	-4	-6	27	15	-0.9	-14
> CC(=O)Nc1cccc(-c2nc3ccc(NC(C)=O)cc3[nH]2)c1
→ -0.1	3	0.9	-12	-7	-18	21	-0.2	-15
> O=C(CN1C(=O)/C(=C\c2ccc(F)cc2)Oc2ccccc21)NCc1ccco1
→ 0.7	-30	-0.2	-10	2	18	-30	2.4	-10
> COc1cccc(NC(=O)C2(S(=O)(=O)c3ccc(Cl)cc3)CC2)c1
→ -2.1	1	-0.7	-6	-5	-6	20	0.9	-2
> CCC(CC)c1nnc(NC(=O)[C@@H](NC(=O)c2cccc(C)c2)C(C)C)s1
→ -1.7	-21	0.0	-5	1	38	-5	3.1	-16
> COc1ccccc1-n1nnnc1SCC(=O)Nc1cc(C)on1
→ -1.2	-10	-0.1	-19	-2	70*	16	0.8	-10
> Cc1ccc(S(=O)(=O)N/N=C\C=C\c2ccccc2)cc1
→ -2.3	-11	-0.4	-9	7	58	-9	-2.7	4
> Cc1ccccc1OCCSc1nnc(-c2cccnc2)n1N
→ -0.2	-6	0.2	-13	2	15	6	0.7	1
> O=S(=O)(N1CCCCC1)N1CCN(S(=O)(=O)N2CCCCC2)CC1
→ -1.2	-8	1.7	-5	0	14	9	-0.9	-6
> CCCCOC(=O)/C(=C/C=C/c1ccccc1)NC(=O)c1ccccc1
→ -1.2	-30	-0.6	-14	-2	8	24	1.0	-7
> CCOc1ccc(S(=O)(=O)N2CCN(Cc3ccccc3)CC2)c2cccnc12
→ 3.3	-11	0.8	-6	-1	7	-9	0.6	-13
> Cc1ccc(CSc2nnc(Nc3ccc(C)cc3)s2)cc1
→ 0.1	-10	0.6	11	2	66	17	2.8	-2
> CCOC(=O)Nc1ccc2c(c1)N(C(=O)CCN1CCOCC1)c1ccccc1S2=O (centres undefined)
→ 0.5	0	1.0	1	0	3	12	-9.9	3
> CN(C)CCC(O)(c1ccccc1)c1ccccc1
→ 0.1	-1	0.7	-9	0	-5	1	2.4	-33
> Cc1cccc(CN2C[C@]34CC[C@@H](C[C@@H]3S2(=O)=O)O4)c1
→ ·	6	·	7	0	-1	8	3.4	-26
> Cc1ccc(S(=O)(=O)N2CCOCC2)cc1C(=O)N1C(=O)c2cccc(N)c2C1=O
→ 1.8	-27	0.3	-7	-77	2	23	-0.5	36
> CNCc1ccccc1OCc1ccc(F)cc1
→ -0.4	-1	0.9	-6	-3	28	18	1.5	-4
> S=c1[nH]nc(-c2ccccc2)n1C1C=CCCC1 (centres undefined)
→ -1.2	-6	0.6	-8	12	5	16	2.1	-8
> N#C/C(=C\c1c(N2CCC(C(N)=O)CC2)nc2ccccn2c1=O)S(=O)(=O)c1ccc(Cl)cc1
→ 1.9	-8	0.2	-11	-9	-10	14	-0.1	-1
> CCOC(=O)C1=NNC2(CC(=O)N(c3cccc(C)c3)C2=O)C1 (centres undefined)
→ -0.7	24	0.4	-7	1	4	6	0.4	-1
> CCCCc1ccc(/C=C2\C(=O)c3ccccc3C(O)=C2C(=O)OCC)cc1
→ 0.2	58*	-0.4	-8	37	-13	-3	-4.9	14
> CC(=O)Nc1ccc(CN2CCN(C3CCCCC3)C(CCO)C2)cc1 (centres undefined)
→ 1.6	6	1.4	-4	0	7	12	0.6	-9

The list continues:
Each structure is followed by: TRPN1 ag	NCF1 inh	TRPML3 ag	Mdm2 ligase inh	Runt-SMMHC FRET	CHOP inhibitor	PPC-1+TRAIL kill	TNF death inh	EBV gp42 inh
> O=C(O)/C(=C\c1cccs1)Sc1nnc(-c2ccc(F)cc2)o1
→ -0.9	24	0.6	-3	1	-19	-5	1.9	-11
> CC(=O)c1c(C)[nH]c(C(=O)CSc2nnc(C)s2)c1C
→ 3.8	-14	0.5	-93	-1	24	4	-0.4	-12
> O=C(O)CN1C(=O)SC(Nc2ccc(Cl)cc2)C1=O (centres undefined)
→ 1.6	2	0.3	-6	-1	31	-18	-4.8	-16
> O=c1sc2ccccc2n1COc1ccccc1
→ -1.2	·	-0.5	·	2	·	25	1.9	·
> CC(C)Cc1c(O)nc(SCCN2CCOCC2)[nH]c1=O
→ 0.5	1	0.3	-9	0	-20	-10	-2.0	-1
> CCOc1ncnc2c1oc1nc(CC(C)C)c3c(c12)CC(C)(C)OC3
→ -1.0	-13	-0.6	13	-7	-7	9	-0.2	-15
> CCCC(=O)N1CCN(c2ccc(NC(=O)C(C)(C)C)cc2Cl)CC1
→ 0.7	0	0.5	-5	-1	41	8	2.9	-3
> O=C(O)CN=C1CC(c2ccccc2)CC(=O)/C1=C(/O)CCCN1C(=O)c2ccccc2C1=O (centres undefined)
→ 2.1	-4	1.0	-23	-2	-10	23	0.4	-10
> COc1ccc(C2(C(=O)N3CCOCC3)CCCC2)cc1
→ -0.5	-7	-1.1	-4	-2	9	24	-1.5	-3
> CC(=O)NC12CC3CC(CC(CC(=O)O)(C3)C1)C2
→ 0.1	-10	0.9	-21	-2	-4	19	-0.8	-15
> Nc1ccc(Oc2ccccc2F)nc1
→ 1.6	0	2.0	-11	-1	-3	15	2.0	-3
> CC(C)NC(=O)c1ccccc1NC(=O)CN(c1ccc2c(c1)OCO2)S(C)(=O)=O
→ -0.3	0	0.2	-4	2	7	-4	-0.4	-8
> CCOc1ccc2[nH]c(C)cc(=O)c2c1
→ 1.8	3	0.5	-4	0	-24	-11	-0.3	-15
> O=C(CSc1ncn[nH]1)NN(c1ccccc1)c1ccccc1
→ -1.9	-6	-0.5	1	1	2	4	1.8	3
> O=c1oc(-c2ccccc2)nc2c1cnn2-c1ccccc1
→ 2.2	-3	0.9	-3	-2	66	37	-1.9	-2
> Cn1c(COc2ccc([N+](=O)[O-])cc2)nnc1SCC(N)=O
→ -0.1	-14	1.4	-4	-3	7	-8	0.5	-21
